PfHsp40 rescue: compounds rescuing yeast from Plasmodium falciparum HSP40 toxicity. S. cerevisiae expressing PfHsp40, growth rescue, ATP luminescence. growth rescue, % at 12.5 µM. 340,000 tested, 0.68% active; in the data active means growth rescue above about 28%, passing the limit was not always enough; inconclusive means no clear call, values can overlap the other calls;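 further: yeast W303a lacking pdr1 and pdr3 grown in galactose medium; growth measured after three days at 30 °C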
CCHFV vOTU inh: CCHFV vOTU protease inhibition. AID 651958. 370,000 tested, 0.55% active. Pep-AMC fluorescence. inhibition, % at 11.5 µM; in the data active means inhibition above about 30%; further: 0% = vehicle wells with enzyme and 100% = no enzyme wells
Anthrax LF inh2: inhibitors of Bacillus anthracis lethal factor protease; P15917; multiplex microsphere protease cleavage assay, LF; inhibition, % at 10 µM; 360,000 tested, 0.12% active; AID 588501; further: plate controls were buffer without enzyme for full effect and enzyme alone for no effect
Target sequence (P15917 whole entry, looked up): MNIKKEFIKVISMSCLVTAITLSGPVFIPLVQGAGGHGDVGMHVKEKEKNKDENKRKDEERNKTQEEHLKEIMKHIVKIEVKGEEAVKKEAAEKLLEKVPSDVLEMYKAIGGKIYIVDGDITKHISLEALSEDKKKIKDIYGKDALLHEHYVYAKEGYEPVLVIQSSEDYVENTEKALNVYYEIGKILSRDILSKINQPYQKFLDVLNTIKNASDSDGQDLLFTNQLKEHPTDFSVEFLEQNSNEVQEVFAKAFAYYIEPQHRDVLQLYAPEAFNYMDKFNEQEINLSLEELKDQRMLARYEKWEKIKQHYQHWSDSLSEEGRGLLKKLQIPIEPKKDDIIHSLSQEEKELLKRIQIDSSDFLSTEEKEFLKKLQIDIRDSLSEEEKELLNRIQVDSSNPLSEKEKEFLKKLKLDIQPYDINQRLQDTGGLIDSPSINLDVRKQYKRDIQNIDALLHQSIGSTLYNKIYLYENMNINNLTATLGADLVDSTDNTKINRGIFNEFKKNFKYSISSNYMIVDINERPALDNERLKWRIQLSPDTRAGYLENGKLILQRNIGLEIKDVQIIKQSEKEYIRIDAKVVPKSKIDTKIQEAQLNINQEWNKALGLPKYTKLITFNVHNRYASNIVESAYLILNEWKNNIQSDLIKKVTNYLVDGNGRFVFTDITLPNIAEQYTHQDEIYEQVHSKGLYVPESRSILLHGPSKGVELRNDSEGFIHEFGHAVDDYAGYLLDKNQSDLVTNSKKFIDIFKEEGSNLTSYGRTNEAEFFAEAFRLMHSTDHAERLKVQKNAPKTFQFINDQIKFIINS
TcdB inh: inhibitors of Clostridioides difficile toxin B glycohydrolase; P18177; TcdB glycohydrolase enzymatic assay, plate reader; 350,000 tested, 0.24% active; inhibition, % at 9.99 µM; in the data active means inhibition above about 10%
BH1578 lux ind: induces V. cholerae light production without autoinducers | 350,000 tested, 0.16% active | V. cholerae BH1578 lux reporter, luminescence, 6 h | AID 588436 | activation, % at 18.7 µM; in the data active means activation mostly above about 9.7%, no sharp cut-off; inconclusive means no clear call, values can overlap the other calls; inactive means mostly below about 3.7%; further: not every result past the cut was called active; inactives centre near 0; reference of the scale not given here
SSB-PriA inh: blocks PriA binding to SSB C-terminal tail; 430,000 tested, 0.6% active; AlphaScreen SSBct-PriA binding, biotinylated peptide; inhibition, % at 33 µM; in the data active means inhibition mostly above about 37%, no sharp cut-off; inactive means mostly below about 20%;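 further: plate controls were negative control peptide for no effect and reference peptide for full effect; strong numbers were not always called active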
VHR inh abs: blocks human VHR1 dual specificity phosphatase; P51452; recombinant VHR phosphatase, pNPP absorbance; inhibition, % at 13.3 µM; 290,000 tested, 0.52% active; in the data active means inhibition above about 50%; further: some compounds called inactive have numbers as strong as hits
Target sequence (P51452 whole entry, looked up): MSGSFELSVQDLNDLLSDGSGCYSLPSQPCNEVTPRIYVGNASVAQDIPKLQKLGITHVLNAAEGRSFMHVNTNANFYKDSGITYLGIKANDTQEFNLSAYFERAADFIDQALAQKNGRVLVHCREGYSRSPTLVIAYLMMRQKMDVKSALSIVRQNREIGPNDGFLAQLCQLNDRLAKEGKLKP
BoNT-A LC inh2: blocks Botulinum neurotoxin A light chain protease | multiplex microsphere protease substrate cleavage, flow cytometry | inhibition, % at 10 µM | 360,000 tested, 0.17% active | AID 588499; further: plate controls were buffer without enzyme for full effect and enzyme alone for no effect
Y pestis TopoI: Y. pestis Topo-I inhibition via cleavage products; Y. pestis Topo-I cleavage product accumulation, plate reader; activity, % at 10 µM; 360,000 tested, 0.064% active; in the data active means activity above about 50%, passing the limit was not always enough; inconclusive means no clear call, values can overlap the other calls; further: inactives centre near 2
3CLpro inhibitor: SARS-CoV 3CLpro protease inhibition | recombinant SARS-CoV 3CLpro, quenched FRET peptide cleavage | inhibition, % at 6 µM | 290,000 tested, 0.14% active; in the data active means inhibition above about 12%
Numbers without * were called inactive; i = inactive; ? = inconclusive; · = not tested or not shown; & = joins results of further samples. Unless noted, no stated cut-off is given here; in the data, active means inhibition above about 30%; inconclusive means no clear call, values can overlap the other calls; inactive means below that.

SMILES	PfHsp40 rescue	CCHFV vOTU inh	Anthrax LF inh2	TcdB inh	BH1578 lux ind	SSB-PriA inh	VHR inh abs	BoNT-A LC inh2	Y pestis TopoI	3CLpro inhibitor
CCN1CCN(c2ccc(NC(=O)CCc3c(C)nc4c(-c5ccc(F)cc5)c(C)nn4c3C)cc2)CC1	-0.9	-3	-7	-0.4	-0.1	13	11	0.2	-12	-2
c1ccc(CSc2nnc3ccc(-c4cccs4)nn23)nc1	-0.7	-7	-4	0.7	i	1	26	0.0	-3	3
Cc1cccc(OCCC(=O)Nc2ccc(F)c(Cl)c2)c1	7.6	-3	1	-1.0	-0.2	-50	12	1.4	-4	4
CC(=O)N1CCN(S(=O)(=O)c2cccc(C(=O)Nc3cc(C(F)(F)F)ccc3N3CCOCC3)c2)CC1	1.8	15	-2	0.1	-0.1	-7	-3	0.1	19	0
Cc1ccccc1OCC(=O)N1N=C(c2cccnc2)CC1(O)C(F)(F)F (stereo unspecified)	6.9	-5	-1	2.0	2.1	4	-2	0.3	13	1
CSc1ccccc1-c1nc(-c2ccncc2)no1	1.2	20	21	-1.1	i	-10	2	-1.7	5	6
Cc1cccc(CCNC(=O)c2cccc3c2C(=O)N(C2CCCCC2)C3)c1	-1.0	-15	-5	2.2	-1.8	-7	6	1.2	6	6
O=C(c1cc([N+](=O)[O-])ccc1N1CCNCC1)N1CCOCC1	0.7	1	2	0.4	i	5	14	0.4	7	4
CCOc1ccc2oc(C(=O)Nc3cc(C)ccn3)c(C)c2c1	1.2	-1	·	-0.4	-0.3	2	·	·	-10	·
C[C@@H]1CN([C@@H](C)CO)C(=O)CCCn2nncc2CO[C@H]1CN(C)Cc1ccncc1	·	-4	-4	1.0&0.5&-0.2	-2.1	·	·	-0.4	4	·
CC(C)[C@H](CN1CCC[C@H]1CN1C(N)=NC[C@H]1C(C)C)N1C[C@@H](Cc2ccccc2)N(CCCC2CCCC2)C1=N	2.1	·	-2	·	-0.4	14	·	-0.1	-1	·
Cc1ccc(CNc2nc3cc(-c4ccccc4C)sc3c(=O)n2C)c(C)c1	·	9	-4	0.4	-0.3	·	·	0.6	9	·
Cc1cc(OCC(=O)OCC(=O)c2c(N)n(C)c(=O)n(C)c2=O)ccc1Cl	-0.3	-5	·	0.5	0.6	3	·	·	3	·
Nc1nn(-c2cccc(F)n2)cc1-c1ccc(Cl)cc1	-0.5	-12	-2	1.1	i	-8	9	-0.1	-2	2
COc1cc(NC(=O)C2=CC(c3cccs3)=NS(=O)(=O)N2C)cc(OC)c1OC	0.9	4	-2	-0.2	-0.2	10	37	0.4	-2	-5

Taken from the results shown, 4 compounds:
SMILES	PfHsp40 rescue	CCHFV vOTU inh	Anthrax LF inh2	TcdB inh	BH1578 lux ind	SSB-PriA inh	VHR inh abs	BoNT-A LC inh2	Y pestis TopoI	3CLpro inhibitor
C[C@@H]1CN([C@@H](C)CO)C(=O)CCCn2nncc2CO[C@H]1CN(C)Cc1ccncc1	·	-4	-4	1.0&0.5&-0.2	-2.1	·	·	-0.4	4	·
CC(C)[C@H](CN1CCC[C@H]1CN1C(N)=NC[C@H]1C(C)C)N1C[C@@H](Cc2ccccc2)N(CCCC2CCCC2)C1=N	2.1	·	-2	·	-0.4	14	·	-0.1	-1	·
Cc1ccc(CNc2nc3cc(-c4ccccc4C)sc3c(=O)n2C)c(C)c1	·	9	-4	0.4	-0.3	·	·	0.6	9	·
Cc1cc(OCC(=O)OCC(=O)c2c(N)n(C)c(=O)n(C)c2=O)ccc1Cl	-0.3	-5	·	0.5	0.6	3	·	·	3	·

Following part:
SMILES	PfHsp40 rescue	CCHFV vOTU inh	Anthrax LF inh2	TcdB inh	BH1578 lux ind	SSB-PriA inh	VHR inh abs	BoNT-A LC inh2	Y pestis TopoI	3CLpro inhibitor
O=C(COC(=O)c1cccc(-n2cnnn2)c1)Nc1c(Cl)cccc1C(F)(F)F	0.8	8	-3	-2.2	i	-11	5	-2.0	-7	8
Cc1cc(NC(=O)CCC(=O)N(Cc2ccco2)C2(C(=O)NC3CCCC3)CCCCC2)no1	0.3	10	15	1.7	-0.1	-2	1	-5.6	8	-3
Cc1ccnc(NC(=O)CCC(=O)N(CC(=O)NCc2ccc(F)cc2)c2ccc(F)cc2)c1	-1.7	-4	4	-0.4	-2.2	-1	6	0.4	11	-4
CC1CCCC(NC(=O)COC(=O)[C@@H](NC(=O)c2ccc(F)cc2)C(C)C)C1C (stereo partly specified)	0.7	-8	2	-0.2	-3.3	-5	·	-0.1	27	·
O=C(Nc1cc([N+](=O)[O-])ccc1F)c1ccc2ccccc2c1	-0.5	3	-13	-0.3	-0.8	-3	18	-3.5	-5	-4
O=C(Cc1ccccc1)Nc1c(Cl)ccc2nsnc12	·	0	4	-0.2	i	-5	20	0.6	1	-5
CCOC(=O)Cc1csc(NC(NC(=O)OCC)(C(=O)OCC)C(F)(F)F)n1 (stereo unspecified)	-0.6	-8	9	·	-0.6	-8	·	0.6	3	3
CC1(C)CC(=O)C=C(NNC(=O)c2ccc(N)cc2)C1	3.2	6	0	-0.1	-0.3	2	-5	-0.1	-2	0
CN(C(=O)C1CCCN1S(=O)(=O)c1ccc(Cl)cc1)c1ccccc1 (stereo unspecified)	0.4	-3	1	-8.6	i	-6	·	0.4	4	·
COC(=O)c1ccc(C(=O)Nc2nc3cc(N)c(C)cc3s2)cc1	0.9	-6	10	0.1	-10	-3	36	0.4	-15	1
CCCOc1ccc(N2C(=O)C3ON(c4ccccc4)C(c4ccc(O)c(OC)c4)C3C2=O)cc1 (stereo unspecified)	3.7	15	-2	·	-6.2	1	23	-0.3	9	5
Cc1sc(NC(=O)/C=C/C(=O)O)c(C(N)=O)c1-c1ccc(C(C)(C)C)cc1	2.2	9	-2	·	0.0	-5	-8	0.1	7	5
COc1ccc(Cl)cc1NC(=O)CN(C)CC(=O)N(CC(C)C)c1c(N)n(CC(C)C)c(=O)[nH]c1=O	-0.2	-3	·	0.5	i	3	·	·	-7	·
COC(=O)c1ccc(OC(=O)c2ccc(OC)cc2)c(OC)c1	1.2	15	-9	11*	i	-13	6	-0.2	1	-1
Cc1ccc(NC(=O)CSc2n[nH]c(-c3ccco3)n2)cc1	-2.1	-9	-4	0.7	i	-8	13	-0.1	13	3
O=C1/C(=C/c2ccc(S(=O)(=O)O)cc2S(=O)(=O)O)CCc2ccccc21	·	-1	-1	-1.3	·	·	·	0.5	·	·
O=[N+]([O-])c1ccc(N2CCN(CCO)CC2)cc1Sc1ccccn1	-1.0	12	-1	0.4	-0.2	4	22	0.0	1	1
Cc1csc2nc(O)c(C(=O)NCCCc3ccccc3)c(=O)n12	289*	0	0	3.7	i	-8	·	2.3	26	·
C=CCOC(=O)C1=C(C)NC(C)=C(C(=O)OCC=C)C1c1cn(-c2ccccc2)nc1-c1ccco1	-0.4	1	-1	1.2	1.9	-4	-17	-1.2	1	1
CC(C(=O)N1CCCc2ccccc21)N1C(=O)c2ccccc2C1=O (stereo unspecified)	1.9	7	2	·	-0.3	-14	13	0.2	-2	3
CCOC(=O)c1cc(C(=O)Nc2ccccc2F)nn1C	0.5	-1	0	1.5	-0.4	-3	12	0.4	-5	4
Cc1c(Cl)ccc2sc(NC(=O)CN3C(=O)c4ccccc4C3=O)nc12	1.6	15	-4	3.5	-0.2	2	-11	-0.1	3	0
O=C(COC(=O)c1cc(=O)[nH]c2ccc(Br)cc12)c1ccccc1	-0.4	9	1	-1.3	-0.2	-4	16	0.5	21	2
O=C(NCCCN1CCCC1=O)c1cccs1	0.7	-10	-3	·	2.9	2	-6	-0.3	3	-4
NC(=O)C1CCN(C(=O)c2ccc(-c3ccccc3Cl)o2)CC1	-0.4	-1	-2	0.7	i	-5	·	0.2	-2	·
CCc1csc(CCNC(=O)C2CCC(=O)N(Cc3cccc(C(F)(F)F)c3)C2)n1 (stereo unspecified)	0.1	4	3	-1.2	i	1	24	-0.7	-1	-3
CC(=O)Oc1cccc(N2C(=O)CC(Nc3ccc(N4CCOCC4)cc3)C2=O)c1 (stereo unspecified)	5.0	15	4	·	i	29	-6	0.1	0	3
O=C(Cn1nc(-c2ccccc2Cl)ccc1=O)Nc1ccccc1-c1ccccc1	-0.8	3	-3	-0.5	-0.3	2	8	-0.9	3	3
CCc1ccccc1NC(=O)c1cc([N+](=O)[O-])ccc1N1CCOCC1	-0.3	18	0	2.4	-0.5	3	2	-3.3	-1	-4
CC(=O)OC(C(=O)NCCc1ccccc1)c1cccnc1 (stereo unspecified)	-0.1	-5	-4	·	-12	-8	17	0.9	6	-2
Cc1ccc(C(=O)N/N=C/c2ccc(OC(=O)c3ccccc3Cl)cc2)cn1	-0.4	0	-5	0.3	i	·	-20	-1.1	35	-2
CCOc1ccc(C(=O)NCCCn2ccnc2)cc1	-2.0	19	-3	·	2.9	-6	-8	-0.2	-7	0
Cc1nc2ccc(NC(=O)c3ccc(S(=O)(=O)N(C)C)cc3)cc2s1	0.8	-4	0	0.1	-1.0	3	9	-0.5	9	-6
Cc1ccc(/C=C/C(=O)NC(C)c2ccccc2)cc1 (stereo unspecified)	1.0	5	-2	0.9	-0.4	1	-5	-0.7	-4	5
CNC(=O)C(=O)N/N=C/c1ccccn1	-0.2	8	0	-0.2	-0.4	·	13	-0.8	7	-3
CCCCCCN1C[C@@H](O)[C@H](n2cc(COC(=O)c3ccccc3)nn2)C[C@@H]1c1ccccc1	·	6	-7	2.0	-0.4	·	·	0.2	11	·
COc1cc2nc(C3CC3)n(NC(=O)c3ccc(F)cc3)c(=O)c2cc1OC	-0.8	-17	-1	·	1.8	-22	32	?	-15	0
COc1ccccc1NC(=O)c1ccc2nc(N3C(=O)CCC3=O)sc2c1	2.1	2	-12	·	-0.3	-5	-4	0.6	1	-4
COc1ccc(CCN(C)C(=O)c2cc(S(=O)(=O)NCc3ccccc3)ccc2C)cc1OC	-0.2	11	0	1.4	i	6	·	1.4	14	·
CC1CCN(C(=O)CCNS(=O)(=O)c2ccc3c(c2)oc(=O)n3C)CC1	1.1	15	0	1.4	i	-5	-14	3.6	5	-5
CCN(c1ccccc1)S(=O)(=O)c1ccc(C(=O)N2CCOCC2)cc1	-1.4	12	-2	-0.2	0.5	0	·	-0.2	-2	·
CCOc1cc(S(=O)(=O)Nc2ccc(Cl)cn2)ccc1F	0.5	6	3	·	i	-3	-22	-1.0	3	6
O=C(NCCOc1cccnc1)C1CCC(=O)N(Cc2ccccc2F)C1 (stereo unspecified)	-0.8	4	0	-0.9	-0.8	-6	44	0.7	9	3
COC(=O)C1=C(C)OC(N)=C(C#N)C1c1ccc(OC)c(CSc2ccccn2)c1 (stereo unspecified)	-0.7	-9	-1	·	i	12	16	1.0	17	6
COc1ccc(/C=N/Nc2nc(-c3ccc(C)cc3)c(C#N)c(=O)[nH]2)cc1	0.0	-8	9	-0.1	i	·	22	-2.6	12	0
Nc1cc(=O)[nH]n1C1CCN(c2ccccc2)CC1	-0.1	4	-1	·	-0.3	-17	-5	0.3	3	-3
COC(=O)Cn1cnc2c(Cl)nc(F)nc21	-0.3	-1	-1	1.4	-1.0	3	·	-0.1	-6	·
COc1ccc(Cl)cc1C(=O)NCCN1CCOCC1	-2.3	-1	·	-11	-0.3	-1	17	·	6	3
CCOc1ccccc1C(C(=O)NCCOC)N(CCOC)C(=O)Cn1nnc2ccccc21 (stereo unspecified)	-0.7	-13	0	0.9	-0.4	7	26	-0.3	-4	1
C/C(=N/N=C(/N)SCc1ccccc1)C(C)(C)C	0.2	-6	-7	0.1	1.5	·	5	-0.7	-1	2
O=S(=O)(c1ccc(NCCOCCO)nc1)N1CCCCC1	-0.3	0	-6	0.9	i	2	·	-0.2	0	·
CCCCn1cc(C(C)(C)C)c(C#N)c1NC(C)=O	0.4	-4	-6	1.5	-0.6	-8	21	-0.4	-1	-3
CC1CCc2c(sc(NC(=O)CSc3nnc(-c4ccccc4)o3)c2C#N)C1 (stereo unspecified)	-0.1	0	0	·	-1.3	8	13	0.3	-1	8

This is a subset; count on the stated rates, not on these rows.
